Source: PubChem (Small Molecule Screening Facility, UW Madison)
RMI-FANCM inh: blocks RMI1/RMI2 complex binding to FANCM MM2 peptide; FP signal (polarization) at 33 µM; Fluorescence polarization, RMI core complex with F-MM2 peptide; hits give low values; hit rate 0.58% among 70,000; in the data active = FP signal below about 40; also: inactives centre near 61; strong numbers were not always called active; unit not given here
* hit, by the source's call.

RMI-FANCM inh | Structure
79 | CC(C)CC(NC(=O)C(COC(C)(C)C)NC(=O)C(Cc1ccc(O)cc1)NC(=O)C(CO)NC(=O)C(Cc1c[nH]c2ccccc12)NC(=O)C(Cc1cnc[nH]1)NC(=O)C1CCC(=O)N1)C(=O)N[C@@H](CCCN=C(N)N)C(=O)N1CCCC1C(=O)NNC(N)=O (stereo partly drawn)
96 | COC(=O)c1c(NC(=O)CCS(=O)(=O)c2ccc(Cl)cc2)sc2c1CCC(C)C2 (stereo not drawn)
69 | FC(F)(F)c1ccc(N2CCN(Cc3cc(Cl)cc4c3OCOC4)CC2)nc1
65 | Clc1ccc(CSc2nc3ccccc3[nH]2)c(Cl)c1
67 | O=C(c1cccs1)N1CCc2ccc(NS(=O)(=O)Cc3ccc(F)cc3)cc2C1
58 | COc1cc(OC)c(Nc2nc(Cc3ccccc3)nc3sc(C)c(C)c23)cc1Cl
65 | Cc1cc(=O)[nH]c(-n2nc(C)c(CCC(=O)Nc3ccon3)c2C)n1
62 | COC(=O)Cn1c(-c2ccccc2)c[nH]c1=S
61 | CC(C)(C)c1ccc(C(=O)Nc2nnc(-c3ccc(Br)cc3)o2)cc1
62 | O=C1CSC(c2cccnc2)N1CCc1ccc(Cl)cc1 (stereo not drawn)
46 | Cc1onc(-c2c(F)cccc2Cl)c1C(=O)n1ccc(-c2cccs2)n1
72 | Cc1ccc(S(=O)(=O)N2CCc3ccc(NC(=O)c4ccccc4F)cc3C2)cc1

The closing 2 records of the part before lead into the next.
RMI-FANCM inh | Structure
46 | Cc1onc(-c2c(F)cccc2Cl)c1C(=O)n1ccc(-c2cccs2)n1
72 | Cc1ccc(S(=O)(=O)N2CCc3ccc(NC(=O)c4ccccc4F)cc3C2)cc1
56 | O=C(c1cccs1)N(Cc1cccnc1)c1nc2cc3c(cc2s1)OCO3
-62 | COc1ccc(OC)c2c1C(=O)c1ccccc1C2=O
73 | CCOc1ccc(CC(=O)Nc2c(C(=O)Nc3ccc(OC(F)(F)F)cc3)oc3ccccc23)cc1
67 | O=C(Nc1ccc2c(c1)N(C(=O)c1ccco1)CC2)c1ccco1
62 | CC(C)Oc1ccc(C(=O)N2CCN(Cc3nc(C4CC4)cs3)CC2)cc1
63 | CCOc1ccc(OCCNC(=O)c2cccc(C)c2)cc1
60 | CC(C)c1ccc(OCC(=O)NCCOc2ccccc2)cc1
56 | Cc1ccc(-n2ncc3c(=O)n(NC(=O)C4(c5ccc(Cl)cc5)CCCC4)cnc32)cc1C
53 | CS(=O)(=O)c1ccc(C(=O)Nc2nccs2)cc1
63 | CC(C)(C)c1nc2c3cnn(-c4ccc(F)cc4)c3ncn2n1
65 | COc1ccc(-c2cn3c(C(=O)N4CCc5ccccc54)csc3n2)cc1
56 | COc1ccc(Nc2nc(NCCc3ccccc3)nc(N3CCOCC3)n2)cc1

Following part
RMI-FANCM inh | Structure
127 | COc1ccc2nc(-c3ccc(F)c(NC(=O)c4ccc5ccccc5c4)c3)cn2n1
63 | COc1ccc(CCNC(=O)CSc2nnc(-c3cccn(C)c3=O)n2C)cc1OC
72 | CC1(C)COc2ccc([N+](=O)[O-])cc2NC1=O
63 | C/C(=N/NC(N)=S)c1ccc(O)cc1
63 | Cc1cccc(N2CCN(C(=O)N(c3ccccc3)c3ccccc3)CC2)c1C
58 | O=Cc1c(O)c2ccccc2c2ccccc12
60 | Cc1nnc(C2CCCN(C(=O)c3ccc4c(c3)OCO4)C2)s1 (stereo not drawn)
64 | CC1(C)COc2ccc(NC(=O)CN3C(=O)c4ccccc4C3=O)cc2NC1=O
57 | COC(=O)c1cc(/C=N\NC(=S)NC2CC3C=CC2C3)cn1C (stereo not drawn)
58 | O=S(=O)(NCc1ccco1)c1ccc(Cl)cc1Cl
73 | CC(=O)c1cccc(NS(=O)(=O)c2ccc(Cl)c(C(F)(F)F)c2)c1
64 | CC(=O)N1CCN(CC(=O)Nc2cc(Cl)ccc2C)CC1

5 entries drawn at random from the list so far:
RMI-FANCM inh | Structure
60 | Cc1nnc(C2CCCN(C(=O)c3ccc4c(c3)OCO4)C2)s1 (stereo not drawn)
60 | CC(C)c1ccc(OCC(=O)NCCOc2ccccc2)cc1
63 | COc1ccc(CCNC(=O)CSc2nnc(-c3cccn(C)c3=O)n2C)cc1OC
62 | COC(=O)Cn1c(-c2ccccc2)c[nH]c1=S
46 | Cc1onc(-c2c(F)cccc2Cl)c1C(=O)n1ccc(-c2cccs2)n1

Remaining list, next part
RMI-FANCM inh | Structure
57 | O=C1OC(C(=O)NCCCNC(=O)C2Cc3ccccc3C(=O)O2)Cc2ccccc21 (stereo not drawn)
54 | Cn1ncc(Br)c1NC(=O)CN1CCOCC1
81 | Cc1cccc(-c2noc(-c3cc(-c4ccccc4C)n[nH]3)n2)c1
66 | O=C(COc1ccc(Cl)cc1)NCCn1ncc2c(=O)n(Cc3cccc([N+](=O)[O-])c3)cnc21
96 | O=C(CCc1nc2sc3c(c2c(=O)[nH]1)CCCCC3)Nc1cccc(F)c1
60 | CN(C)C=Nc1nc(-c2ccc3c(c2)OCO3)cs1
49 | Cc1ccccc1CSc1ccc2nnc(-c3cccs3)n2n1
61 | Cc1nc2nc(-c3cc(Cl)ccc3O)cc(C(=O)O)c2[nH]1
67 | CC(=O)N1CCc2ccc(NC(=O)c3cccc(C(F)(F)F)c3)cc21
67 | C#CCn1c(=NC(=O)c2ccn(C)n2)sc2cc(OCC)ccc21
56 | O=C(NCC1CC1)Nc1sccc1-n1cccc1
54 | Cc1cc(C)n(-c2ccc(N3CCN(C(=O)COc4ccccc4)CC3)nn2)n1

The closing 2 records of the section before are carried over, then new ones follow:
RMI-FANCM inh | Structure
56 | O=C(NCC1CC1)Nc1sccc1-n1cccc1
54 | Cc1cc(C)n(-c2ccc(N3CCN(C(=O)COc4ccccc4)CC3)nn2)n1
55 | COCCNC(=O)COc1ccc(C)cc1
57 | CCOC(=O)c1cnn(-c2ccc(Cl)nn2)c1N=CN(C)C
54 | CS(=O)(=O)c1csc(C(=O)NCc2cccnc2)c1Cl
68 | Cn1cc(CC(=O)NC2CCN(Cc3ccccc3)CC2)c2ccccc21
60 | CCN(CC)CCN(C(=O)CN1C(=O)CCC1=O)c1nc2cc3c(cc2s1)OCO3
59 | COc1ccccc1Nc1cc(=O)n(C)c(=O)[nH]1
89 | O=S(=O)(Cc1ccc(F)cc1)NCC(c1ccsc1)N1CCc2ccccc2C1 (stereo not drawn)
54 | CC(C)(C)C(=O)N1CCc2ccc(NC(=O)Cc3cccs3)cc21
62 | O=C(CSc1nc2ccccc2c(=O)n1CCc1ccccc1)c1ccc(Cl)cc1
55 | CCCOc1cc(N2CCN(S(=O)(=O)c3cccc(F)c3)CC2)nc(C)n1
54 | CCOc1nn(CC)cc1C(=O)NC1CCCCC1
65 | Nc1sc(SCC(=O)NC2CC2)nc1-c1ccccc1

Laid out differently: results already given.
mol	RMI-FANCM inh
CS(=O)(=O)c1csc(C(=O)NCc2cccnc2)c1Cl	54
Cn1cc(CC(=O)NC2CCN(Cc3ccccc3)CC2)c2ccccc21	68
CCN(CC)CCN(C(=O)CN1C(=O)CCC1=O)c1nc2cc3c(cc2s1)OCO3	60
COc1ccccc1Nc1cc(=O)n(C)c(=O)[nH]1	59

(list continues)
RMI-FANCM inh | Structure
62 | CCC/C(=N/Nc1nc2c(c(=O)[nH]c(=O)n2C)n1CC(C)O)c1ccccc1 (stereo not drawn)
74 | COc1cccc(S(=O)(=O)Nc2ccc(C(=O)Nc3ccncc3)cc2)c1
61 | Cn1c(SCC(O)c2ccc(F)cc2)nnc1-c1ccc2ccccc2c1 (stereo not drawn)
65 | Fc1cc(F)c2nc(NCc3ccccc3)sc2c1
95 | CNc1nn(CC(=O)Nc2ccc(C(=O)OC)cc2)c(N)c1-c1nc(-c2ccc(C)cc2)no1
59 | O=C(O)[C@H]1NCCC[C@H]1C(=O)O
57 | CC(C)(C)C(=O)O/N=C(\N)COc1cccc(Cl)c1
64 | CCn1ccc(C(=O)Nc2ccc(S(N)(=O)=O)cc2)n1
55 | CC(=O)Nc1cccc2cccnc12
59 | O=C(O)CCC(=O)N1N=C(c2c(-c3ccccc3)c3cc(Cl)ccc3[nH]c2=O)CC1c1ccc(Cl)cc1Cl (stereo not drawn)
69 | O=C(Cc1cccs1)NCCNC(=O)c1ccc(NC(=O)C2CC2)cc1
94 | CCN(CC)CCN(C(=O)c1ccc(C(=O)c2ccccc2)cc1)c1nc2c(OC)ccc(OC)c2s1

Going on with the list.
RMI-FANCM inh | Structure
64 | O=S(=O)(NCC(c1ccsc1)N1CCc2ccccc2C1)c1cccs1 (stereo not drawn)
51 | Cn1c(CSc2nc3ccccc3s2)nc2ccccc21
61 | CC(=O)NC1C(Oc2ccc(Cl)cc2)OC(CO)C(O)C1O (stereo not drawn)
69 | Nc1nc(SCc2cccnc2)[nH]c(=O)c1NC(=O)c1ccc(F)c(F)c1
73 | COc1cccc(C(=O)Nc2ccc3c(c2)OCC(C)(C)C(=O)N3)c1OC
48 | COc1cc(NS(=O)(=O)c2ccc(NC(=O)c3ccco3)cc2)nc(OC)n1
69 | COc1ccc(N(CC(=O)N2CCc3ccccc32)S(=O)(=O)c2cccnc2)cc1
59 | CC(N)C12CC3CC(CC(O)(C3)C1)C2 (stereo not drawn)
57 | Cc1cc(C)nc(SCc2cc(=O)c(OC(=O)c3ccc(S(=O)(=O)N4CCOCC4)cc3)co2)n1
54 | O=C(O)CCCC(=O)N1CCN(c2ccc(F)cc2)CC1
68 | COc1cccc(NC(=O)NCC(c2ccsc2)N(C)C)c1OC (stereo not drawn)
63 | O=C(Cc1csc(Nc2ccccc2)n1)NC1CC1

Next results:
RMI-FANCM inh | Structure
53 | Cn1ncc(C(=O)NN)c1-n1cccc1
56 | N#C/C(=C\NC1CCN(Cc2ccccc2)CC1)S(=O)(=O)c1ccccn1
53 | c1ccc(C2=Nn3c(nnc3-c3cccs3)SC2)cc1
58 | O=C(CS(=O)(=O)c1c[nH]c2ccccc12)Nc1ccc(Br)cc1
47 | OC(CNCCNc1ncccc1C(F)(F)F)Cn1ccc2ccccc21 (stereo not drawn)
59 | Cc1cc(-c2nc3cccnc3s2)ccc1NS(=O)(=O)c1cc(C(F)(F)F)ccc1Cl
62 | NS(=O)(=O)c1ccc(CCNC(=O)CCn2cnc3c([nH]c4ccccc43)c2=O)cc1
50 | CCn1c(Sc2ncnc3c2sc2nc(C)cc(C)c23)nnc1-c1cccs1
61 | CC=C1[C@H]2C=C(C)C[C@]1(N)c1ccc(=O)[nH]c1C2
59 | Cc1ccc(-c2nc3c(c(SCC(=O)Nc4cccc(C)c4)n2)Cc2c(CO)cnc(C)c2O3)cc1
63 | Fc1cc(Br)c(-n2cccc2)c(Br)c1
71 | COc1ccccc1CNC(=O)Cc1csc(Nc2ccc(F)cc2)n1

Carrying on.
RMI-FANCM inh | Structure
67 | CC(C)(C)C(=O)N1CCc2ccc(NC(=O)C34CC5CC(CC(C5)C3)C4)cc21
82 | CCOc1ccc(S(=O)(=O)NCC2CCN(Cc3ccccc3)CC2)cc1F
59 | CCOC(=O)Cc1csc(NC(=O)CC2CSc3nc4c(c(=O)n32)CCC4)n1 (stereo not drawn)
60 | CCOC(=O)N1CCN(C(=O)CSc2ccc3nnc(-c4ccc(F)cc4)n3n2)CC1
64 | O=C(Cc1cc(=O)[nH]c(SCc2ccccc2F)n1)NC1CC1
62 | CSc1nc(COc2ccccc2Cl)nc(-c2cccs2)c1C#N
72 | Cc1cc(NC(=O)CSc2nc(-c3ccccc3C)ns2)no1
55 | O=C(NC1Cc2ccccc2C1)C1CCN(C(=O)OCc2ccccc2)CC1
78 | O=C(Nc1ccc2c(c1)N(C(=O)c1ccccc1)CCC2)OCc1ccccc1
70 | Cc1nn(CC(=O)c2cccc(S(=O)(=O)N3CCOCC3)c2)c(=O)c2c1cnn2C(C)(C)C
63 | NC(=O)c1ccc[n+](CCN2C(=O)c3ccccc3C2=O)c1
52 | O=C(CSc1nc2c(c(=O)n1-c1ccc([N+](=O)[O-])cc1)SCC2)Nc1ccc(F)cc1F

More records.
RMI-FANCM inh | Structure
73 | CN(C)CCN(C(=O)C1COc2ccccc2O1)c1nc2cc3c(cc2s1)OCCO3 (stereo not drawn)
56 | CC(C)CC(=O)NCCc1ccc2c(c1)CCCN2C
60 | COCCCNC(=O)COc1ccc([N+](=O)[O-])cc1
61 | O=S(=O)(c1cc(Br)ccc1Br)N1CCN(C(c2ccccc2)c2ccccc2)CC1
64 | COc1cc(C)c(Br)cc1S(=O)(=O)NCC1CCCO1 (stereo not drawn)
49 | CCOC(=O)c1ccc(Nc2nc(Nc3ccc(Cl)cc3C)c3nccnc3n2)cc1
68 | Cc1nn(C2CCS(=O)(=O)C2)c2nc(-c3ccccc3)cc(C(=O)NCc3cccnc3)c12 (stereo not drawn)
65 | O=C(NCCN1CCN(c2ccc(F)cc2)CC1)c1ccc(Br)o1
53 | COc1cccc(CCNC(=O)c2cn(C)cc3c(=O)n(-c4ccccc4)nc2-3)c1
65 | CC(C)(C)c1csc(NC(=O)C2CCCN(S(C)(=O)=O)C2)n1 (stereo not drawn)
67 | O=C(NCC(c1ccsc1)N1CCc2ccccc2C1)C(=O)Nc1ccc(F)cc1 (stereo not drawn)
59 | COc1ccccc1NC(=O)CN1C(=O)CC(C)Sc2ccccc21 (stereo not drawn)

(more compounds)
RMI-FANCM inh | Structure
72 | O=C(Nc1ccc2c(c1)N(C(=O)C1CCCC1)CC2)c1c(F)cccc1F
53 | Cc1ccc(C(CNC(=O)c2ccco2)N(C)C)cc1 (stereo not drawn)
64 | O=C(Nc1nc2cc3c(cc2s1)OCO3)c1ccc(N2C(=O)CCC2=O)cc1
46 | CCOC(=O)c1sc2nc(NC(=O)c3ccc(S(C)(=O)=O)cc3)sc2c1C
62 | CC(Oc1ccc2c(c1)OCO2)C(=O)NCCn1ncccc1=O (stereo not drawn)
52 | Cc1c(NC(=O)c2ccc(Cl)c(S(=O)(=O)N3CCCC3)c2)c(=O)n(-c2ccccc2)n1C
62 | Cc1cc(NC(=O)CN2CCCC2)no1
54 | Cn1cc(C(=O)NCCc2c[nH]c3ccccc23)c2nn(-c3ccccc3)c(=O)c-2c1
54 | Cc1c(C)n2c3c(=O)n(C)c(=O)n(C)c3nc2n1CCC(c1ccccc1)c1ccccc1
87 | O=C(CN1CCN(c2nccn2-c2ccccc2F)CC1)N1CCc2ccccc21
71 | COC(=O)c1c(NC(=O)c2cc(-c3cccs3)nc3ccccc23)sc(Cc2ccc3c(c2)OCO3)c1C

These rows are one share of the data; count on the stated rates, not on these rows.
